Bioassay records deposited in PubChem by several laboratories.
hK5 inh – inhibitors of human kallikrein 5. inhibition, % at 5 µM. Q9Y337. 0.59% of 210,000 active. recombinant hK5, fluorogenic AMC substrate cleavage;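 active = inhibition of 40% or more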;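 note: 0% = enzyme controls without compound and 100% = no-enzyme blanks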
Runt-CBFb FRET – Runt domain-CBFb interaction inhibition; Q01196+Q13951; Cerulean-Runt/Venus-CBFb FRET ratio 530/480, 1 h; inhibition, % at 20 µM; 0.46% of 220,000 active; AID 1496;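 active = inhibition over about 50% at 20 µM in the single-dose screen, limit read from the data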;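 note: 0% = DMSO wells and 100% = excess unlabeled CBFb competitor control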
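Measured by: fluorescence energy transfer, 422 nm excitation, 530/480 nm emission; test system: Cerulean-tagged RUNX1 Runt domain (FRET donor) fusion protein; buffer or medium: Tris pH 7.5 buffer with BSA; compound: one dose, 20 µM compound, 1% DMSO; times: two 1 h room-temperature incubations shielded from light; benchmarks: unlabeled CBFb 5 µM, positive control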
Runt-SMMHC FRET – blocks binding of human RUNX1 Runt domain to CBFb-SMMHC; Cerulean-Runt/Venus-CBFb-SMMHC FRET ratio 530/480, 1 h; 0.74% of 220,000 active; Q01196+Q13951; inhibition, % at 20 µM;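 active = mean inhibition across duplicate retests at 20 µM reaching about 50%, limit read from the data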;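 note: 0% = DMSO wells and 100% = wells with excess untagged CBFb-SMMHC; inhibitors lower the FRET ratio by blocking Runt binding to CBFb-SMMHC; some results filed as inactive read as strong as hits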
Hck Nef HTS – blocks Nef-activated human Hck kinase; 0.68% of 220,000 active; P08631; inhibition, % at 20 µM; Recombinant Hck-YEEI plus Nef, Z-Lyte FRET kinase assay;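 active = Hck-Nef kinase inhibition above about 50%, limit read from the data; inactive = inhibition below that limit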;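 note: 0% = DMSO with Hck plus Nef and 100% = Hck alone without Nef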
Wee1 stabilizer – blocks degradation of human Wee1 kinase; P30291; HeLa Luc-Wee1K328M stability, luciferase luminescence; 100% = proteasome inhibitor MG132 effect; reporter increase, % at 5 µM; 1.2% of 220,000 active; AID 1321;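 active = activation above the mean of all tested compounds plus 3 SD, set per screening run, cut at about 8.8% in these data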;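 note: cells exposed to compound for 20 h before luminescence read; 0% = DMSO alone and 100% = MG132 at 30 µM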
thrombin 1536 – thrombin (human) inhibition; P00734; alpha-thrombin, Boc-VPR-AMC fluorogenic substrate cleavage; inhibition, % at 5 µM; 0.26% of 220,000 active;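 active = inhibition at or above 40%; inactive = inhibition below 40%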;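 note: 0% = enzyme with no compound and 100% = wells without enzyme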
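System: human alpha-thrombin protein; Compound dosing: one concentration per compound, 5 µM, with 0.2% DMSO; Timing: reaction at room temperature; Technique: AMC fluorescence, 355/460 nm; Controls: enzyme without compound as high, wells lacking enzyme as low.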
FXIa inh 1536 – blocks human coagulation factor XIa protease activity; P03951; purified FXIa, Boc-Glu-Ala-Arg-AMC fluorogenic substrate; inhibition, % at 5 µM; 0.14% of 220,000 active;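 active = inhibition of at least 40%; inactive = inhibition below 40%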;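 note: fluorescence of freed AMC excited at 355 nm; 0% = enzyme without compound and 100% = no enzyme blank; many of its hits are not listed in these tables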
Target sequence (P03951 19-387 limits assumed): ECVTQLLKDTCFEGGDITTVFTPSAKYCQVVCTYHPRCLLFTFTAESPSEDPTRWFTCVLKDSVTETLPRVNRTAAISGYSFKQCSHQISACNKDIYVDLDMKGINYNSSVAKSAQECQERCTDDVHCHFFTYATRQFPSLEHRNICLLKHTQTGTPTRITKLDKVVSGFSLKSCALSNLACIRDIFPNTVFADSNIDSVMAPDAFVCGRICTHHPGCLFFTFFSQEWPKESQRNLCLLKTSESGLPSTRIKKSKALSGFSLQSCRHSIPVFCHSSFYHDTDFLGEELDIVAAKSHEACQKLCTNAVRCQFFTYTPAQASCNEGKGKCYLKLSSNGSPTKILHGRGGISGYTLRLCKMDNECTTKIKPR
Target sequence (P03951 388-625 limits assumed): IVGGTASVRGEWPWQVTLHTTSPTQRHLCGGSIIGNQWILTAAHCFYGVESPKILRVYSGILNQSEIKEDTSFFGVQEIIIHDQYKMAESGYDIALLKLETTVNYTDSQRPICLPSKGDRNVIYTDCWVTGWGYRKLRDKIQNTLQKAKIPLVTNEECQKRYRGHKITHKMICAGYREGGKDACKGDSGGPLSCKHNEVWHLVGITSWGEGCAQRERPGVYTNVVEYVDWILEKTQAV
14-3-3 Bad inh – disrupts binding of bovine 14-3-3 zeta to phospho-Bad peptide | P63103 | TR-FRET 14-3-3zeta/Dy647-pBad peptide displacement, 1 h | inhibition, % at 21.7 µM | 0.71% of 220,000 active;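 active = inhibition above about 70%, limit read from the data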;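 note: 0% = full 14-3-3 plus peptide FRET controls and 100% = background without 14-3-3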
Target sequence (P63103 whole entry, looked up): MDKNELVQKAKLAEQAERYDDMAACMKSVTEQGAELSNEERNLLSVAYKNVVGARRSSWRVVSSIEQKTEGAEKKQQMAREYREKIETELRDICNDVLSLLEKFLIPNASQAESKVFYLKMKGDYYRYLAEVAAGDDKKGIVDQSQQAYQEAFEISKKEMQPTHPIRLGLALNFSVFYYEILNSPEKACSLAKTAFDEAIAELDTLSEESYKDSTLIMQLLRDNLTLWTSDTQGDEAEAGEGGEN
FXIIa inh 1536 – blocks human coagulation factor XIIa protease activity. P00748. inhibition, % at 5 µM. 0.3% of 220,000 active. purified FXIIa, Boc-QGR-AMC fluorogenic substrate, 2 h; in the data active = inhibition above about 40%;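 note: 0% = enzyme with no compound and 100% = blank without enzyme; many of its hits are not listed in these tables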
The depositor's hits bear a star; · = no result given; [ ] = remark or other dose.

SMILES	hK5 inh	Runt-CBFb FRET	Runt-SMMHC FRET	Hck Nef HTS	Wee1 stabilizer	thrombin 1536	FXIa inh 1536	14-3-3 Bad inh	FXIIa inh 1536
O=c1c2ccccc2nc(COc2ccccc2)n1/N=C/c1ccco1	5	-2	0	6	0	1	-5	-10	-1
O=C(O)CCc1nc(-c2cccs2)no1	1	-2	-2	4	-3	5	5	1	15
O=C(O)CN1C2=NCCCN2c2ccccc21	5	-1	-5	18	-3	-5	0	0	9
O=C(COC(=O)[C@@H]1CC(O)CN1S(=O)(=O)c1ccc([N+](=O)[O-])cc1)NC12CC3CC(CC(C3)C1)C2 (some centres undefined)	7	-2	-1	0	-2	-14	-2	-3	9
C[C@]12C=CC(=O)C=C1CC[C@@H]1[C@@H]2[C@@H](O)C[C@@]2(C)[C@H]1CC[C@]2(O)C(=O)COC(=O)CCC(=O)O	-10	-2	5	-1	4	-2	-2	-7	8
CCOCC(=O)Nc1cc(C(=O)OC)ccc1C(=O)OC	17	1	5	11	2	2	-4	2	7
COc1ccc(NC(=O)Nc2cc3oc4ccccc4c3cc2OC)cc1	-29	-1	4	3	2	-3	-5	8	6
Cc1nc2ccccc2nc1OCC(=O)Nc1ccc(F)cc1	-2	0	3	19	-2	9	-3	-7	4
CCCc1c(C(=O)Nc2cc(C)on2)cnn1-c1ccccc1	2	-1	1	12	2	1	3	1	5
O=C(Oc1ccc2ccc(=O)oc2c1)c1cccs1	-8	22	28	56*	0	11	51*	1[fluorescence artefact?]	62*
CC(=O)N1CCC2(CC1)C(C#N)=C(N)OC1=C2C(=O)CC(C)(C)C1	-4	-2	-7	1	-2	-5	-4	-1	9
Cc1nn(CCO)c(N)c1C1(O)C(=O)Nc2c(Cl)cc(Cl)cc21 (centres undefined)	0	-1	2	21	2	22	-2	-3	3
O=C1C(Nc2ccccc2)=C/C(=N/S(=O)(=O)c2cccs2)c2ccccc21	-7	-2	0	7	1	-4	4	-2	12
COc1ccc(C(=O)CSc2nnc(-c3ccc(S(=O)(=O)N4CCOCC4)cc3)o2)cc1	-1	-2	-5	0	0	-1	2	4	6
Cc1nc2ccccc2c(=O)n1NC(=O)C1CCC(C(C)(C)C)CC1 (centres undefined)	12	-6	-2	16	-1	-5	-1	-1	11
CC1=NN(C(=O)c2ccc(Br)cc2)C(O)(c2ccccc2)C1 (centres undefined)	2	0	-6	-21	-3	-1	-1	-1	6
CC(=O)Nc1ccc(NC(=O)C/C(C)=N/NC(=O)C(=O)Nc2ccc(C)c(Cl)c2)cc1	1	1	4	26	-2	0	0	-1	9
Cc1ccc(CNC(=O)C2C3C=CC4(CN(Cc5cccnc5)C(=O)C24)O3)cc1 (centres undefined)	3	2	3	21	1	-3	0	25[fluorescence artefact?]	-2
Cc1cc(NC(=O)/C=C/c2ccco2)ccc1NC(=O)c1ccccc1	2	2	-2	23	-1	-11	0	-12	6
O=C(CCSCc1ccc(Cl)cc1)NCCC1=CCCCC1	4	-1	0	1	-1	-13	-13	-11	3
CNC(=S)NNC(=O)Cc1ccc(OC)c(OC)c1	1	-3	1	2	-3	-3	-7	3[fluorescence artefact?]	-9
COc1ccccc1C(=O)Nc1ccc(-c2nnc(SCC(=O)O)n2C)cc1	-8	2	-5	2	-1	-2	5	9	18
COC(=O)[C@@H]1C(c2ccccc2)(c2ccccc2)[C@@]1(C)C(=O)OC	-10	0	5	0	1	-12	-6	5	-1
Cc1csc2nc3cc(C(N)=O)ccc3c(=O)n12	2	15	18	23	·	0	-2	5	4
Cc1ccc(NC(=O)COC(=O)C2CCC(=O)N2)c(S(=O)(=O)N2CCOCC2)c1 (centres undefined)	-1	0	-3	0	-1	-3	-7	2	7
Cc1cn2nc(N)c3ccccc3c2n1	-31	0	-1	0	6	2	4	-7	7
Cc1cc(C(=O)N/N=C/c2cc([N+](=O)[O-])cc(C)c2O)n[nH]1	-26	-3	-4	5	-1	-15	5	15	6
CCC(CC)C(=O)Nc1c(C)n(C)n(-c2ccccc2)c1=O	-14	-1	0	-21	4	0	7	-12	18
Cc1ccc(NC(=O)CC2SC(=O)N(c3ccccc3)C2=O)cc1 (centres undefined)	-17	11	0	10	3	-1	-1	7[fluorescence artefact?]	5
CCC(C)(C)C1CCC(=NNC(=O)c2ccc(Br)o2)CC1 (centres undefined)	1	1	1	10	0	0	4	3[fluorescence artefact?]	11
CCCCOC(=O)Nc1ccc(C)c(Cl)c1	6	-2	-2	-1	-1	1	1	0	8
O=C(c1cc(F)ccc1F)C1CCCN(C(=O)CSc2ccccn2)C1 (centres undefined)	3	-1	0	8	0	-1	2	4	12
O=C(COC(=O)c1ccc(Cl)c(S(=O)(=O)N2CCCC2)c1)NCc1cccs1	-18	-1	-2	-10	1	-2	-8	11	-2
COc1ccc2c(C)cc(SCn3nnc4ccccc4c3=O)nc2c1	0	1	0	2	-3	-1	8	-1[fluorescence artefact?]	-2
O=C(NCc1cccnc1)c1cnc2ccccc2n1	5	-1	2	17	2	-1	6	14	8
O=C(COC(=O)C1=COCCO1)Nc1ccc(Oc2ccccc2)cc1	1	1	3	5	1	-3	-6	10	1
Cc1cc(C)n(-c2nc3c(c(=O)[nH]c(=O)n3C)n2CC(O)COc2ccc(Cl)cc2Cl)n1 (centres undefined)	7	-5	-11	1	-1	3	-5	-9	4
S=C(Nc1ccccc1Oc1ccccc1)NC1CCCC1	-4	-1	1	-11	0	1	-3	-3	1
CCOC(=O)c1ccc(NC(=S)NN2CCN(C)CC2)cc1	12	2	0	16	-1	-23	-9	-7	1
CCC(=O)N=c1sc2c(C)cc(C)cc2n1CC(=O)OC	2	3	1	7	-2	-4	4	5	13
COc1ccc(N2C(=O)CC(N3CCN(C(=O)c4ccco4)CC3)C2=O)cc1 (centres undefined)	5	·	·	18	2	0	0	1	12
CC(C)(C)C1CCc2c(C(=O)NNC(=O)CCC(=O)O)csc2C1 (centres undefined)	-15	0	1	3	-2	-5	-4	-1	5
CNc1oc(-c2cccs2)nc1S(=O)(=O)c1ccccc1	-24	0	-3	-1	7	0	-5	-6	-6
Cc1ccc(NC(=O)C2CC=CCC2C(=O)N2CCCCC2)cc1 (centres undefined)	0	-2	4	0	-3	2	0	-9	16
CC(C)(C)NS(=O)(=O)c1ccc(NC(=O)NC2CCCCC2)cc1	-4	-2	3	0	0	4	4	5	10
O=[N+]([O-])c1cc(Cl)ccc1N1CCCC1	6	-1	1	20	-1	-3	1	-11	11
CS(=O)(=O)c1ccccc1C(=O)NC1CCCc2ccccc21 (centres undefined)	2	0	-1	-3	1	-5	11	-1	13
CCc1nc(SCC(=O)Nc2c(C)nn(C)c2C)c2cnn(-c3ccccc3)c2n1	-8	0	4	2	3	6	9	23	17
CCOC(=O)c1[nH]c2ccc(F)cc2c1NC(=O)Nc1ccccc1OC	-4	0	-16	5	2	-4	-10	26	2
CC(C)Oc1ccc(C(=O)Nc2cc(=O)n(C)c(=O)n2C)cc1	-18	0	1	0	11*	-8	1	-10	6
CCC(C(=O)O/N=C(\N)c1ccc(Cl)cc1)c1ccccc1 (centres undefined)	1	-2	-1	0	4	-11	-7	3	-14
Cc1ccc2cc3c(NC(=O)CC(C)C)nn(C)c3nc2c1	2	4	-1	9	1	-1	-2	1[fluorescence artefact?]	3
CCCCn1c(-c2csc3c2CCC(C)C3)n[nH]c1=S (centres undefined)	-22	0	8	0	1	-3	-1	-8	21
CN1CCN(NC(=O)C23CC4CC(CC(C4)C2)C3)CC1	-10	0	2	1	0	-7	-3	-11	7
COc1cccc(NC(=S)N/N=C2/CCCCc3ccccc32)c1	-39	3	-2	2	-1	3	-7	-3	6
CN(C(=O)c1ccc(=O)[nH]c1)C1(C(=O)NC2CCCCC2)CCCCC1	-3	-1	2	-1	-1	-4	-3	13	7
COC(=O)NCN1C(=O)C2C3C=CC(C3)C2C1=O (centres undefined)	-16	·	0	-11	-4	-1	-1	11	4
CC(=O)OCCN1C(=O)c2cccnc2C1=O	-8	3	-4	13	-2	-4	0	-1	12
CC(C)C(NS(=O)(=O)c1ccc2c(c1)oc(=O)n2C)C(=O)N1CCN(C2CCCCC2)CC1 (centres undefined)	-2	2	-7	0	1	-3	-1	-2[fluorescence artefact?]	12
CCOC(=O)N/N=C\c1ccc(C)s1	-22	2	-8	4	1	0	5	-24	8

Complete entries, looked up by structure. Order of screens: hK5 inh, Runt-CBFb FRET, Runt-SMMHC FRET, Hck Nef HTS, Wee1 stabilizer, thrombin 1536, FXIa inh 1536, 14-3-3 Bad inh, FXIIa inh 1536
`CCOC(=O)N/N=C\c1ccc(C)s1` as listed: -22, 2, -8, 4, 1, 0, 5, -24, 8
`O=[N+]([O-])c1cc(Cl)ccc1N1CCCC1` as listed: 6, -1, 1, 20, -1, -3, 1, -11, 11
`CCCCn1c(-c2csc3c2CCC(C)C3)n[nH]c1=S` (centres undefined) as listed: -22, 0, 8, 0, 1, -3, -1, -8, 21
`COc1cccc(NC(=S)N/N=C2/CCCCc3ccccc32)c1` as listed: -39, 3, -2, 2, -1, 3, -7, -3, 6
`CCOC(=O)c1[nH]c2ccc(F)cc2c1NC(=O)Nc1ccccc1OC` as listed: -4, 0, -16, 5, 2, -4, -10, 26, 2

Additional structures.
SMILES	hK5 inh	Runt-CBFb FRET	Runt-SMMHC FRET	Hck Nef HTS	Wee1 stabilizer	thrombin 1536	FXIa inh 1536	14-3-3 Bad inh	FXIIa inh 1536
CCCCn1c(=O)c(CCC(=O)OCC(=O)Nc2cc(Cl)ccc2OC)nc2ccccc21	-9	-2	-8	0	3	-8	-1	-6	7
COc1ccc(OCC(=O)Nc2ccccc2OC)cc1	-10	2	0	1	6	5	20	2	31
CCN1C(C(=O)c2ccccc2)=C(Nc2ccccc2C)c2ccccc2S1(=O)=O	2	-8	-10	0	4	3	2	-8	10
O=C(CCN1CCN(c2ccccc2)CC1)Nc1cccc(Br)c1	0	-1	0	-4	1	1	2	-5	6
COc1cccc(Nc2nc(NCCO)c3ccccc3n2)c1	-4	-1	-7	8	-3	3	4	44[fluorescence artefact?]	13
CCOn1c(=O)c(-c2ccc(OC)cc2)[n+]([O-])c2ccccc21	-7	-5	-6	1	-1	-1	-4	-6	7
O=C(CCc1ccccc1)Nc1nnc(-c2ccc3c(c2)CCCC3)o1	-58	5	0	1	-2	1	3	9	11
COc1cc(/C=C/C(=O)NC(C)C)ccc1OCc1ccccc1	-4	-4	2	4	3	1	8	-8	5
NC(=O)c1sc2nc(-c3ccco3)ccc2c1N	-28	14	5	7	0	1	1	3[fluorescence artefact?]	14
CN(C(=O)CSCC(=O)O)C1CCCCC1	-5	1	0	2	-2	-1	2	-5	16
CCOc1ccc(NC(=S)c2ccncc2)cc1	-16	0	-2	3	1	-3	2	-18[fluorescence artefact?]	11
Cc1cccc(C(=O)Nc2ccccc2SCC(=O)Nc2ccc(C)c(Cl)c2)c1	-4	1	-7	3	-2	-2	6	-1	3
O=C(Nc1ncnc2sc3c(c12)CCCCC3)c1ccccc1	-28	0	2	-3	0	-12	-6	-4[fluorescence artefact?]	-8

The order is random; 4.2% or so of the library scored in one or more.
